High-throughput results as filed in PubChem.
Growth percent in the NCI-60 one-dose screen (48 h, 10 µM unless noted): 100 = growth as untreated, 0 = no growth, -100 = all killed.
HL-60(TB) – HL-60(TB) leukemia cells; hit rate 9% among 78,000; AID 1794776; active = growth percent below 10
Starred values were filed as active, the others as inactive; & = joins results of further samples. These rows are one share of the data; the hit share may differ from the screen's.

SMILES | HL-60(TB)
Cc1cc[n+](C)cc1C | 89
c1cnc2cc3oc4ccccc4c3nc2c1 | 102
CN(C)c1nc(N)nc(Nc2ccc(Br)cc2)c1N=O | 93
COc1ccc2c(Nc3ccc(NS(C)(=O)=O)cc3)c3ccccc3nc2c1 | -8.3*
O=C(Cn1nncc1CN1C(=O)CSC1=O)Nc1ccc([N+](=O)[O-])cc1 | 100
Cc1ccc(-c2nc(SCC(=O)c3ccc(Cl)cc3)[nH]c(=O)c2C#N)cc1 | 54
COc1cc(C(=O)CCN(C)C)cc(OC)c1OC | 87
CN(C)c1cccc([N+](=O)[O-])c1 | 85
CCCCC(CC)C(C(C)=O)N(C)C (stereo unspecified) | 102
Cc1c(C)c2ccc(O)c(NC(=O)Nc3ccccc3)c2oc1=O | 94
Cc1ccc(S(=O)(=O)N2C/C(=C\c3cc(F)cc(F)c3)C(=O)/C(=C/c3cc(F)cc(F)c3)C2)cc1 | 11
CC(O)CCC1CCCO1 (stereo unspecified) | 86
O=C(O)C(Cl)Cl | 94
CSc1nc(Nc2cccc(NC(=O)/C(C#N)=C/c3ccc(N(C)C)cc3)c2)c(C#N)c(-c2cccc([N+](=O)[O-])c2)n1 | 101
O=C(c1ccc(OCCN2CCCCC2)cc1)c1c(-c2ccc(OS(=O)(=O)c3ccc(C(F)(F)F)cc3)cc2)sc2cc(OS(=O)(=O)c3ccc(C(F)(F)F)cc3)ccc12 | 82
Cc1ccc(C)c(C2=NN(c3ccc(S(=O)(=O)NC(=O)NCc4ccccc4)cc3)C(c3ccc(Cl)cc3)C2)c1 (stereo unspecified) | 103
N#Cc1ccc(Cn2c(-c3nonc3N)nc3ccccc32)cc1 | 79
Nc1nc(-c2ccc(C(F)(F)F)cc2)nn1-c1nc2ccccc2s1 | 100
O=S(=O)(c1ccc(Cl)c(Cl)c1)c1ccc(Cl)c(Cl)c1 | 97
Cc1nc2n(c1CCC(=O)O)CCCC2 | 94
Cc1cnc(NC(=O)C2=C(O)c3ccccc3S(=O)(=O)N2C)s1 | 87
CC(=O)NCCCCN1CCCCC1 | 83
CCOC(=O)c1nnc2c(Cc3ccccc3)nc3ccccc3n12 | 91
CCOC(=O)n1cnc2c(Cl)ncnc21 | 106
O=C(NCCNc1nccc(-c2c(-c3cccc(O)c3)nc3sccn23)n1)Nc1cccc(C(F)(F)F)c1 | 36

Carrying on.
SMILES | HL-60(TB)
O=C(OC(CC(F)F)c1ccc2ccccc2c1)c1ccccn1 (stereo unspecified) | 99
Cc1ccc(-c2nc(/C=N/Nc3cc(C)nc4ccc(Br)cc34)c(C)o2)cc1 | -37*
O=C(NCc1ccc(Cn2c(=O)sn(-c3ccccc3)c2=O)cc1)OCc1ccc2c(Cl)cc(Cl)c(O)c2n1 | 87
CC(C(=O)c1ccccc1)[N+](C)(C)Cc1ccccc1 (stereo unspecified) | 97
NNc1nc(Nc2ccccc2)nc(Nc2ccc(S(N)(=O)=O)cc2)n1 | 93
NC(=O)CSc1nc2ccccc2c(=O)n1CCc1ccccn1 | 98
Cc1nc(N)nc(Nc2ccc(CCO)cc2)c1Br | 89
CCOC(=O)C(C(=O)Nc1ccc2c(c1)OC(OCc1ccc(C(=N)N)cc1)C(=O)N2C)c1ccccc1 (stereo unspecified) | 99
O=C(/C=C/c1ccc(Cl)cc1Cl)c1nc2ccccc2n1Cc1ccc(F)cc1 | 28
CCc1cccc(Nc2ccn(CC(=O)NCCC(C)C)c(=O)c2)c1 | 121
COc1ccccc1[C@H]1c2[nH]c3ccccc3c2C[C@H]2C(=O)N(CCCCCCC(=O)NO)CC(=O)N12 | 1.9*
CCOC(=O)c1c(NCC(=O)Nc2ccc(Cl)cc2)sc(C(C)=O)c1C | 107
O=C1C=CC(=Nc2ccc(O)c(Cl)c2)C=C1 | 97
COC1=C[C@@H]2[C@@H]3Cc4ccc(OC)c(O)c4[C@]2(CCN3C)CC1=O | 132
O=C(Nc1nc2ccccc2s1)Nc1ccc([N+](=O)[O-])cc1Cl | 79
O=C1CCC(C(=O)NN(c2ccccc2)c2ccccc2)N1 (stereo unspecified) | -19*
COc1cc(OC)cc(C2C3=C(COC3=O)Nc3cc(OC)ccc32)c1 (stereo unspecified) | 1.7*
O=C(CSc1nnc(-c2ccncc2)n1-c1ccccc1)c1ccc(Cl)cc1 | 90
O=[N+]([O-])c1ccc(NS(=O)(=O)c2ccccc2)c2ccccc12 | 21
CN=C(NC#N)NCCSCc1nc[nH]c1C | 109
CCOC(=O)c1ccc(NC(=O)Nc2nncs2)cc1 | 5.6*
Fc1c(F)c(F)c(Br)c(F)c1F | 85
O=C(/C=C\c1cc(Br)ccc1O)/C=C/c1cc(Br)ccc1O | -3.0*
O=C(C[n+]1ccnc2ccccc21)c1ccccc1 | 103
Cn1ccc2c1CC1CN(Cc3ccccc3)C(=O)C1C2C(=O)O (stereo unspecified) | 102

Entries from the list above that have four or more nitrogen atoms, in the order listed:
SMILES | HL-60(TB)
CN(C)c1nc(N)nc(Nc2ccc(Br)cc2)c1N=O | 93
O=C(Cn1nncc1CN1C(=O)CSC1=O)Nc1ccc([N+](=O)[O-])cc1 | 100
CSc1nc(Nc2cccc(NC(=O)/C(C#N)=C/c3ccc(N(C)C)cc3)c2)c(C#N)c(-c2cccc([N+](=O)[O-])c2)n1 | 101
Cc1ccc(C)c(C2=NN(c3ccc(S(=O)(=O)NC(=O)NCc4ccccc4)cc3)C(c3ccc(Cl)cc3)C2)c1 (stereo unspecified) | 103
N#Cc1ccc(Cn2c(-c3nonc3N)nc3ccccc32)cc1 | 79
Nc1nc(-c2ccc(C(F)(F)F)cc2)nn1-c1nc2ccccc2s1 | 100
CCOC(=O)c1nnc2c(Cc3ccccc3)nc3ccccc3n12 | 91
CCOC(=O)n1cnc2c(Cl)ncnc21 | 106
O=C(NCCNc1nccc(-c2c(-c3cccc(O)c3)nc3sccn23)n1)Nc1cccc(C(F)(F)F)c1 | 36
Cc1ccc(-c2nc(/C=N/Nc3cc(C)nc4ccc(Br)cc34)c(C)o2)cc1 | -37*
O=C(NCc1ccc(Cn2c(=O)sn(-c3ccccc3)c2=O)cc1)OCc1ccc2c(Cl)cc(Cl)c(O)c2n1 | 87
NNc1nc(Nc2ccccc2)nc(Nc2ccc(S(N)(=O)=O)cc2)n1 | 93
NC(=O)CSc1nc2ccccc2c(=O)n1CCc1ccccn1 | 98
Cc1nc(N)nc(Nc2ccc(CCO)cc2)c1Br | 89
CCOC(=O)C(C(=O)Nc1ccc2c(c1)OC(OCc1ccc(C(=N)N)cc1)C(=O)N2C)c1ccccc1 (stereo unspecified) | 99
COc1ccccc1[C@H]1c2[nH]c3ccccc3c2C[C@H]2C(=O)N(CCCCCCC(=O)NO)CC(=O)N12 | 1.9*
O=C(Nc1nc2ccccc2s1)Nc1ccc([N+](=O)[O-])cc1Cl | 79
O=C(CSc1nnc(-c2ccncc2)n1-c1ccccc1)c1ccc(Cl)cc1 | 90
CN=C(NC#N)NCCSCc1nc[nH]c1C | 109
CCOC(=O)c1ccc(NC(=O)Nc2nncs2)cc1 | 5.6*

The list continues:
SMILES | HL-60(TB)
O=C(c1ccccc1)c1ccccc1C(=O)c1ccccc1 | 101
O=C(CCc1nnc(C(Cl)(Cl)Cl)o1)c1nc2ccccc2[nH]1 | 96
O=P(Oc1ccccc1)(N1CCOCC1)N1CCOCC1 | 86
Cc1ccc(NC(=O)N2CC2C)cc1NC(=O)N1CC1C (stereo unspecified) | 102
Nc1nc(CSc2n[nH]c(N)n2)nc(Nc2ccccc2)n1 | 93
NS(=O)(=O)c1ccc(CCNCCC(=O)c2ccccc2)cc1 | 109
N#CC1=C(c2ccco2)Nc2c(c(-c3ccccc3)nn2-c2ccccc2)C12C(=O)Nc1ccccc12 (stereo unspecified) | 78
O=C(Nc1ccccc1O)c1cccc(Nc2ccnc(C(F)(F)F)c2)c1 | 81
NS(=O)(=O)c1ccc(N2N=C(c3ccc(F)cc3)CCC2=O)cc1 | 114
CCCn1c(Cn2nc(C)cc2C)nnc1SCC(=O)Nc1ccc(S(N)(=O)=O)cc1 | 104
O=C(O)c1ccc(N/C=C/C(=O)c2cc3ccccc3oc2=O)cc1 | 100
COc1ccc(/C=C/C(=O)/C=C2\C(=O)Nc3cc(Br)ccc32)cc1 | 101
CC12CCCC(CC(=O)O)(C1)NC(=O)C2 (stereo unspecified) | 126
CCc1cc(CC)c(C(=O)O)c(CC)c1 | 102
CO/N=C1\CN(c2nc3c(cc2F)c(=O)c(C(=O)O)cn3C2CC2)CC1CN (stereo unspecified) | 99
N#Cc1c(-c2ccc(Cl)cc2)nc(N/N=C/c2cccc(Br)c2)nc1N1CCOCC1 | 41
O=C(NNC(=O)c1ccc(Cl)cc1Cl)c1ccccc1 | 98&105
COC1CC2c3ccccc3C1C(C)=[N+]2C (stereo unspecified) | 113
Cc1ccc(S(=O)(=O)N2CCc3c([nH]c4ccccc34)C2c2cc(=O)oc3ccc(Cl)cc23)cc1 (stereo unspecified) | 100
C=CCOP(=O)(OCC=C)c1ccccc1 | 104
Cc1ccc(S(=O)(=O)N/N=C/c2ccco2)cc1 | 87
NCCNC(=O)c1nc(Cn2cc(Br)cn2)no1 | 113
CN1CC=C(c2cc(NC(=O)Nc3ccc(Oc4ccnc(NC(=O)C5CC5)c4)c(F)c3)cc(C(F)(F)F)c2)CC1 | -18*
O=C(CCCl)c1ccc(Cl)cc1 | 106
Cc1ccc([C@H]2Nc3c(c(C(C)(C)C)nn3-c3ccccc3)C(=O)[C@]23CCCC3=O)cc1 | 91

Later entries
SMILES | HL-60(TB)
N#CC1=C(n2cccc2)OC2=C(C(=O)CCC2)C1c1cccs1 (stereo unspecified) | 44
COc1cc2nc(Sc3sc(N)nc3C)n(-c3ccc(Oc4ccccc4)cc3)c(=O)c2cc1OC | 79
CC(=O)c1c(C)n(-c2ccccc2)c2c1c(-c1ccccc1)nc1ccccc12 | 91
O=C(CN(Cc1ccccc1)c1ccccc1)c1ccc(Cl)cc1 | 110
Cc1cc(Cl)cc(Cl)c1O | 90
CCc1cc2n(n1)-c1ccc(C#N)cc1Oc1ccccc1-2 | 97
COc1cc2oc(-c3cccc(NC(=O)c4cccc(C#N)c4)c3)cc(=O)c2c(OC)c1OC | 78
CN(C)CCOC(=O)COc1ccc(Cl)cc1 | 102
Clc1ccccc1Nc1nc(Nc2cnc3ccccc3c2)c2[nH]cnc2n1 | 82
Nc1ncc(-c2ccc3ncnc(N4CCc5ccc(Cl)cc54)c3c2)cn1 | -51*
CC1(C)N=C(N)N=C(N)N1c1ccc(OCC(=O)N2CCOCC2)c(Cl)c1 | 34
Cc1ccc(-c2cc3nc(N(C)C)nc(-c4cccs4)n3n2)cc1 | 92
Cc1ccc(-c2nc3ccccc3s2)c(=O)n1NS(=O)(=O)c1ccccc1 | 102
Clc1ccc(C2(c3ccccc3)Nc3ccccc3S2)cc1 (stereo unspecified) | 90
COc1cc2nc(N3CCC[C@H](NC(=O)C4COc5ccccc5O4)C3)nc(N)c2cc1OC (stereo partly specified) | 102&83
CCCC1CC(=O)NC1(C(=O)OCC)C(=O)OCC (stereo unspecified) | 86
CC(=O)c1ccc(NC(=O)CSc2nc(-c3ccccc3)c(C#N)c(=O)[nH]2)cc1 | 49
COc1cccc(CC(C)=C(c2ccc(OCCN(C)C)cc2)c2ccc(OCCN(C)C)cc2)c1 | -63*
COc1cc(/C=C/C(=O)c2ccc(Nc3nc(Nc4ccccc4)nc(Nc4ccc(Cl)cc4)n3)cc2)cc(OC)c1OC | 64
CN(C)C1CCCC/C=C(/c2ccccc2)C1c1ccccc1 (stereo unspecified) | 89
COc1ccc(C2=NOC(CC(=O)N3CC(C)OC(C)C3)C2)cc1OC1CCCC1 (stereo unspecified) | 104
CCOC(=O)c1ccccc1NC(=O)Nc1sc2c(c1C(N)=O)CCC(=O)C2 | 107
O=C(O)CNCP(=O)(O)O | 96
COc1ccc2cc(C(C)C(=O)Nc3ccc(S(=O)(=O)NC(C)=O)cc3)ccc2c1 (stereo unspecified) | 86
c1ccc(-c2c3c(cn2CCN2CCCC2)-c2oncc2CC3)cc1 | 113

Other structures:
SMILES | HL-60(TB)
COc1cc(N2C(=O)CSC2=S)cc(OC)c1OC | 139
CCOC(=O)Nc1nn[nH]n1 | 48
O=C(Oc1ccc(Cl)cc1)c1ccccc1 | 88
COC(=O)C1=C(C(=O)c2cccc(OC)c2)C(c2ccco2)C(C#N)=C(N)O1 (stereo unspecified) | 66
Cc1ccccc1NC1CC(=O)N(c2ccc(Cl)cc2Cl)C1=O (stereo unspecified) | 102
CC(C#N)C(N)=O (stereo unspecified) | 97
COC(=O)Oc1ccccc1C(=O)O | 95
C#CC(C)(CC)OC(C)=O (stereo unspecified) | 104
COc1ccc(-c2nc(-c3ccc(F)cc3)cn3ccnc23)cc1 | 112
COc1ccc(C2=NN(c3ccc(S(N)(=O)=O)cc3)C(c3cn(-c4ccccc4)nc3-c3ccccc3)C2)cc1 (stereo unspecified) | 70
CC(C)(C)[Si](C)(C)OC1[C@@H](CNC(N)=O)O[C@@H](n2cnc3c(NC(=O)Nc4ccccc4)ncnc32)[C@H]1O[Si](C)(C)C(C)(C)C (stereo partly specified) | 52
COc1ccc(C(O)c2ccccc2C(O)c2ccc(OC)cc2)cc1 (stereo unspecified) | 52
CCCOc1ccc(OCC(=O)c2ccccc2)cc1 | 89
CC1(C)CC[C@]2(CO)CC[C@]3(C)C(=CC[C@@H]4[C@@]5(C)Cc6c([nH]c7ccccc67)C(C)(C)[C@@H]5CC[C@]43C)[C@@H]2C1 | 74
OC1CSSC1Cn1cnc2c(Nc3ccc(OCc4cccc(F)c4)c(Cl)c3)ncnc21 (stereo unspecified) | -29*
S=c1c2ncccc2c(-c2ccccn2)nn1Cc1ccccc1 | 36
CS(=O)(=O)c1ccc(C(=O)N/N=C/c2ccc(Cl)c(Cl)c2)cc1 | 69
COc1ccc(/C(C#N)=C/c2nc3c(N4CCOCC4)nc(Cl)nc3n2C)cc1OC | -28*
COc1ccc2sc3cccc(NCCN(C)C)c3c(=O)c2c1 | -49*
O=c1[nH][nH]c(=O)c2ccccc12 | 121
